NadD block: inhibitors of S. aureus NadD, primary screen, biochemical, colorimetric, uHTS | Nicotinate-nucleotide adenylyltransferase NadD (Staphylococcus aureus N315) | purified NadD enzyme, colorimetric absorbance read-out | inhibition, % at 20 µM | hit rate 0.78% among 360,000 | AID 602399, 2012; in the data active means inhibition above about 26%; further: some compounds past the cut are filed as inactive
Scp-1 inhibitor: Scp-1 phosphatase inhibitors, primary screen, biochemical, colorimetric, uHTS; Carboxy-terminal domain RNA polymerase II polypeptide A small phosphatase 1 (Homo …; Recombinant Scp1, phosphopeptide, malachite green phosphate absorbance; inhibition, % at 20 µM; hit rate 0.88% among 340,000; AID 493091, 2011;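 active means inhibition above about 50% at 20 µM, limit read from the data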;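 further: plate controls were DMSO wells with enzyme for no effect and wells lacking enzyme for full effect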
Target sequence (Q9GZU7 76-261 limits assumed): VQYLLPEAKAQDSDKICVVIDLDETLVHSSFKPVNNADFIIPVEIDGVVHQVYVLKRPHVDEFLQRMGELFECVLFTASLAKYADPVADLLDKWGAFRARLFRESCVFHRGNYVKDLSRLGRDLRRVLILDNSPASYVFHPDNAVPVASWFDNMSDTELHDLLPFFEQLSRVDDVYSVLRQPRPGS
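Test system: SCP-1 phosphatase catalytic domain, residues 76-261; measured by: colorimetric phosphate reagent with accelerator and stabiliser, absorbance at 630 nm; timing: enzyme reaction 45 min at room temperature, colour 5 min, stabilisation 30 min; also added: Phosphorylated 17-residue peptide substrate; compound dosing: one concentration, 20 µM, with 1.0% DMSO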
DNMT1 block: human DNMT1 methyltransferase inhibitors, primary screen, biochemical, molecular beacon, fluorescence, HinP1I cleavage, uHTS; inhibition (reported as % activation of signal), % at 10 µM; hit rate 0.83% among 360,000; in the data active means inhibition above about 50%
SUMO1-SIM PPI: modulators of SUMO1 protein-protein interactions, primary screen, biochemical, uHTS; Small ubiquitin-related modifier 1 (Homo sapiens), P63165; SUMO1 binding to a labelled peptide, TR-FRET, 1 h; inhibition, % at 20 µM; hit rate 0.33% among 360,000; AID 602429, 2012; in the data active means inhibition above about 37%
Target sequence (P63165 whole entry, looked up): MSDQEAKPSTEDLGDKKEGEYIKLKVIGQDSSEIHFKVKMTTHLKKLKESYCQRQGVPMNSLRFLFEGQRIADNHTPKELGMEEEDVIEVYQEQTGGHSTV
MsrA inh: bovine MsrA enzyme inhibitors, primary screen, biochemical, absorbance, HTS. purified bovine MsrA, absorbance read-out. Methionine sulfoxide reductase A (Bos taurus). hit rate 0.75% among 360,000. inhibition, % at 15.5 µM; in the data active means inhibition above about 4.5%;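 further: 0% = vehicle wells with enzyme and 100% = reference inhibitor wells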
CSN deneddyl inh: inhibitors of CSN-mediated cullin deneddylation, primary screen, biochemical, fluorescence polarization, uHTS | COP9 signalosome complex subunit 5 (Homo sapiens), Q92905 | Purified CSN, SCF-Nedd8-OG deneddylation | inhibition, % at 12.5 µM | hit rate 0.38% among 360,000 | AID 651999, 2013;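 active means pattern-corrected inhibition above about 35%, with an unprinted fluorescence ratio check between 0.5 and 1.5, limit read from the data, passing the limit was not always enough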;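 further: 0% = enzyme with substrate and 100% = substrate without enzyme; some results filed as inactive read as strong as hits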
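Test system: Human Csn5 produced in HEK293T cells | Compound: 12.5 µM single point | Times: 90 min, room temperature | Signal: Fluorescence polarization readout | Read-out basis: % inhibition of substrate cleavage by Csn5 | Controls: no-enzyme wells high, enzyme-with-substrate wells low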
LMPTP block: LMPTP phosphatase inhibitors, primary screen, biochemical, fluorescence intensity, uHTS | recombinant LMPTP-A, OMFP fluorogenic substrate | inhibition, % at 20 µM | hit rate 0.22% among 360,000;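 active means compounds that cut the enzyme signal by at least half of the control window in the single-dose screen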;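 further: plate controls were DMSO wells with enzyme plus substrate for no effect and substrate without enzyme for full effect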
Target sequence (P24666 whole entry, looked up): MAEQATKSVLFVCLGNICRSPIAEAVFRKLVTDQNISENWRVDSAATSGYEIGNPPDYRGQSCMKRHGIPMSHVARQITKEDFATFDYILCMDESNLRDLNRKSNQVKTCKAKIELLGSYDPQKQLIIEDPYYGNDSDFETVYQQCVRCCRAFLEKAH
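material = LMPTP-A | quantity = 0.625 nM enzyme | reagent = OMFP substrate, 400 µM final | buffer or medium = Bis-Tris pH 6.0, DTT, detergent | detection = endpoint fluorescence intensity from OMFP dephosphorylation | dosing = single 20 µM dose | read-out basis = % inhibition relative to no-enzyme and uninhibited control wells | control set = no-enzyme and uninhibited controls | timing = 50 min at room temperature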
Rpn11 block: Rpn11 (PSMD14) deubiquitinase inhibitors, primary screen, biochemical, fluorescence polarization, uHTS. 26S proteasome non-ATPase regulatory subunit 14 (Homo sapiens), O00487. human 26S proteasome, Ub4-pepOG fluorescence polarization; 20S core pre-blocked with epoxomicin. calls only at 20 µM. hit rate 0.59% among 360,000;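 active means inhibition at 20 µM, scaled to each plate's controls, above about 33%, limit read from the data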
Target sequence (O00487 whole entry, looked up): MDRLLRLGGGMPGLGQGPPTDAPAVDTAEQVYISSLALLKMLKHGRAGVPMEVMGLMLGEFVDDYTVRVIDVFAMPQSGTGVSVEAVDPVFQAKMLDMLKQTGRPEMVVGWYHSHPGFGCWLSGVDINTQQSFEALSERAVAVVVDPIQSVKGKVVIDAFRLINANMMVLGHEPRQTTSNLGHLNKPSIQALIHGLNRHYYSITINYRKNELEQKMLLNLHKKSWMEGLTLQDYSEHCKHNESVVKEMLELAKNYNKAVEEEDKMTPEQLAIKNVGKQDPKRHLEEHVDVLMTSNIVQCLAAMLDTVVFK
Tb MetRS inh: T. brucei MetRS inhibitors, primary screen, biochemical, luminescence; hit rate 0.4% among 360,000; inhibition, % at 11.9 µM; purified T. brucei MetRS, ATP depletion, Kinase-Glo luminescence; methionyl-tRNA synthetase (Trypanosoma brucei brucei);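 active means inhibition above a per-plate cutoff of the control wells' mean inhibition plus 3 SD, cut at about 5.5% in these data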;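 further: 0% = DMSO wells median and 100% = median of wells with control inhibitor compound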
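Measured by: Kinase-Glo luciferase luminescence reporting remaining unconsumed ATP. Material: purified T. brucei MetRS enzyme. Doses: 11.9 µM compound single dose, 0.9% DMSO. Medium: HEPES buffer containing pyrophosphatase, BSA, spermine, DTT. Times: 15 min preincubation, 2 h reaction, all 25 °C. Reagent: methionine, ATP and bulk E. coli tRNA.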
STEP block: STEP phosphatase inhibitors, primary screen, biochemical, fluorescence intensity, uHTS; Tyrosine-protein phosphatase non-receptor type 5 (Homo sapiens), P54829; recombinant STEP, OMFP fluorogenic substrate; inhibition, % at 20 µM; hit rate 0.25% among 360,000; AID 588621, 2011;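 active means inhibition at 20 µM, scaled per plate between control wells, above about 37%, limit read from the data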;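 further: 0% = DMSO with enzyme and substrate and 100% = substrate only without enzyme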
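Also added – OMFP at 25 µM · Test system – STEP tyrosine phosphatase · Technique – FITC-channel fluorescence of OMFP product · Schedule – 20 min at room temperature, dark · Evaluation – control-normalized % inhibition with plate pattern correction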
* marks the source's active call; other numbers are inactive results; i = inactive; . = no result given.

SMILES	NadD block	Scp-1 inhibitor	DNMT1 block	SUMO1-SIM PPI	MsrA inh	CSN deneddyl inh	LMPTP block	Rpn11 block	Tb MetRS inh	STEP block
COc1ccc(NC(=O)CCNS(=O)(=O)c2ccccc2F)cc1S(N)(=O)=O	1	-3	-2	3	-0.5	1	-1.2	i	0.1	-2
COc1cccc(NC(=O)CN(C)S(=O)(=O)c2ccc3[nH]c(=O)oc3c2)c1	0	2	3	1	0.0	2	1.6	i	0.0	-3
CC(=O)CSc1nnc(Cc2ccc([N+](=O)[O-])cc2)o1	-1	-6	2	-14	0.2	4	-1.3	i	-0.2	0
Cn1c(/C=C/c2cccc([N+](=O)[O-])c2)nc2ccccc2c1=O	0	-13	2	-15	0.4	-7	-1.0	i	-0.4	3
Cc1[nH]c2ccccc2c1C1(O)C(=O)N(Cc2ccc3c(c2)OCO3)c2ccccc21 (configuration not stated)	4	-18	-17	-5	-0.1	-2	2.0	i	-0.2	-4
COC(=O)/C(C#N)=C/c1c(N2CCN(c3ccc(OC)cc3)CC2)nc2c(C)cccn2c1=O	8	1	-3	-14	0.3	16	1.6	i	-0.4	1
C=CCNc1cnn(CC(C)=O)c(=O)c1Br	2	-3	2	-3	2.1	-2	-3.0	i	-0.9	-6
Oc1cc(-c2ccccc2)c2ccccc2c1	-5	-9	-27	-2	1.3	7	2.6	i	0.2	0
Cc1ccc(-n2cc(C(=O)c3ccc(N4CCN(C)CC4)cc3)nn2)cc1Cl	1	-5	1	0	0.4	-1	-0.6	i	0.2	1
CCN(CC)c1ccc(C(=O)OCC(=O)N2CCCC2)cc1	-3	-3	-1	5	.	-1	0.4	i	0.1	2
CC1CCN(CCc2nc3cc(NS(=O)(=O)c4ccccc4)ccc3n2C)CC1	-4	-11	-4	-2	0.5	-4	0.5	i	0.5	-1
COC(=O)c1ccc(NC(=S)N2CCN(C)CC2)cc1	2	-6	0	-5	0.4	2	-2.2	i	1.3	3
CCOc1ccc(S(=O)(=O)Nc2cccc(C(=O)N(C)CC(=O)Nc3ccc(OC)cc3)c2)cc1	-3	-5	-2	-1	0.1	-4	0.3	i	-0.3	-2
COc1ccccc1NC(=O)CN1CCC(c2nc3ccc(C)cc3[nH]2)CC1	-1	-1	0	2	-0.3	-4	-0.7	i	2.4	-2
O=C(COC(=O)c1cc[n+]([O-])cc1)Nc1ccc(Cl)c(C(F)(F)F)c1	-3	1	-13	-11	0.2	-5	-0.8	i	-0.2	-2
CCN(CC)P(=O)(Nc1ccc(C)cc1Br)c1ccc(N(C)C)cc1NC(=O)c1ccco1 (configuration not stated)	17	-11	-5	5	-1.0	12	9.5	i	-0.4	1
OCCN(CCCn1c(C(F)(F)F)nc2ccccc21)c1nc(CN2CCCCC2)cs1	-5	-6	-8	0	0.9	2	-1.0	i	-0.2	0
c1ccc(Oc2ccc(-c3ccnc4nc(N5CCOCC5)nn34)cc2)cc1	2	9	7	-2	2.5	3	3.5	i	-0.9	3
Oc1ccc(Cl)cc1-c1cc(-c2ccccc2Cl)[nH]n1	-3	-4	-14	2	2.3	3	1.3	i	-0.9	-4
Cc1ccc(N(O)C(=O)NCCCCNC(=O)N(O)c2ccc(C)cc2)cc1	-1	-12	3	-1	1.5	-2	0.8	i	-0.3	0
Cc1ccc(Sc2c(C#N)c(-c3ccccc3)nn2C)cc1	6	-17	-1	1	0.5	4	3.3	i	0.2	4
CCC1C(=O)N=C(SCC(=O)Nc2ccc(C(=O)OC)cc2)NC1=O (configuration not stated)	1	-7	-1	1	-0.8	-1	-0.3	i	-0.4	0
Cc1csc(NC(=O)CSc2nnc(-c3cccnc3)o2)n1	-2	-10	0	2	1.7	1	-0.4	i	0.0	0
NC(=O)C1CCN(C(=O)c2cc(-c3ccc(Cl)cc3)nc3ccccc23)CC1	2	-5	-2	-2	2.5	1	-2.1	i	0.3	-3
Cn1ccc(C(=O)OCC(=O)Nc2ccccc2Cl)n1	1	14	0	0	0.9	1	0.3	i	0.0	11
CN1C(=O)c2ccc(C(=O)NCc3ccccc3)cc2C1=O	2	-8	3	-16	-0.2	5	-1.0	i	-0.7	2
COC(=O)c1sc(NC(=O)/C=C/c2ccc(C)o2)nc1C	-6	-7	0	0	1.7	-6	0.4	i	0.9	2
CCOC(=O)c1cn2nc(Oc3ccc(OC)cc3)ccc2n1	-3	-15	0	-4	-0.7	-1	0.0	i	-0.1	-2
COC(=O)CNC(=O)C(CCSC)NC(C)=O (configuration not stated)	1	50*	-1	2	0.8	7	-1.2	i	-0.2	-2
CN(C)CCCn1c(SCC(=O)Nc2sc3c(c2C#N)CCCC3)nnc1-c1ccncc1	2	-1	-4	-2	2.1	5	-3.0	i	-0.1	2
O=C1C2C3C=CC(CC3)C2C(=O)N1/N=C/c1ccc(O)c(O)c1 (configuration not stated)	1	15	3	2	1.9	-21	-1.3	i	-0.5	2
Cc1cccc(NC(=O)NC2CCCCCCC2)c1	-3	-5	2	4	0.6	-1	2.1	i	-0.4	0
COc1ccc(-c2nc(NC(=O)c3n[nH]c(=O)c4ccccc34)sc2C)cc1	-1	-7	-20	0	-0.1	7	-0.7	i	0.9	1
Cn1cc(C(F)(F)F)nc1-c1ccc(OCC(O)CNCCOc2ccc(O)c(C(N)=O)c2)cc1 (configuration not stated)	-5	-9	-1	1	0.1	2	1.3	i	-1.1	-1
CCOC(=O)CSc1nnc(-c2ccccc2)c(-c2ccccc2)n1	-11	-11	1	-10	-0.4	-3	0.3	i	0.4	1
Cc1ccc(OCC(O)CN2CCOCC2)cc1C (configuration not stated)	1	-2	-1	1	-0.8	-1	-1.2	i	-0.8	-2
N#Cc1ccc(OCC(=O)OCCCOC(=O)COc2ccc(C#N)cc2)cc1	-14	-5	2	3	-0.8	-3	-0.4	i	0.4	-2
Cc1cc(-c2ccc(C)c(S(=O)(=O)NCc3cccc(Br)c3)c2)on1	-8	-10	-7	3	0.3	-1	2.8	i	-0.2	-1
Cc1ccc2nc(Cc3ccc(N)cc3)[nH]c2c1	-5	1	-2	0	-1.6	-4	-1.2	i	-0.7	-3
OCC1(CC2CCCCO2)CCN(Cc2ccccc2-c2ccco2)CC1 (configuration not stated)	-2	7	1	-3	-0.3	-4	0.9	i	-1.3	0
CCCCCOc1ccc(C(=O)Nc2ccc(N3CCOCC3)cc2N2CCOCC2)cc1	0	-9	-3	0	0.0	1	1.2	i	-0.1	1
Cc1ccc(NC(=O)N2CCc3ccccc3C2)cc1	-4	-8	1	-2	0.6	2	-0.3	i	-0.8	16
CC(C)c1cc(CNC(=O)C2CCC(=O)N(Cc3ccccc3F)C2)on1 (configuration not stated)	1	-12	1	-5	0.1	0	-0.5	i	-0.4	-3
CC1(C)CC(NC(=O)c2cc(S(=O)(=O)N3CCOCC3)ccc2Cl)CC(C)(C)N1	-3	-1	2	7	0.0	0	-0.1	i	-0.2	-1
O=C(NNC(=S)NCc1ccccc1)c1ccccc1OC(F)F	-3	-2	2	-4	-1.5	-3	0.7	i	-0.1	2
CCOc1ccc(/C=N/NC(=O)c2cc3c(OC)cccc3[nH]2)cc1	4	79*	83*	15	0.5	27	25	i	-0.5	89*
CC12CC3(C)CC(C)(C1)CC(C(=O)NC(=S)N1CCOCC1)(C2)C3	0	-12	-2	0	-0.5	3	0.9	i	-0.2	5
Cc1cccc(C(=O)Nc2c(C(=O)N3CCN(C)CC3)cnn2-c2ccccc2)c1	-2	0	-3	7	0.7	-2	21	i	-0.3	-3
COc1cc([N+](=O)[O-])cc(/C=N/NC(=O)C(C)Nc2cccc3ccccc23)c1O (configuration not stated)	48*	-5	-20	-17	2.2	-8	2.7	i	0.8	-1
Cc1ccc2nc(NC(=O)C3CCCN(S(=O)(=O)c4cccnc4)C3)sc2c1 (configuration not stated)	2	-4	-2	4	0.0	-1	0.4	i	-0.3	-3

(cont.)
SMILES	NadD block	Scp-1 inhibitor	DNMT1 block	SUMO1-SIM PPI	MsrA inh	CSN deneddyl inh	LMPTP block	Rpn11 block	Tb MetRS inh	STEP block
COc1ccc(N(C(=O)c2ccccc2)S(=O)(=O)c2cccs2)cc1	-11	-5	5	1	0.3	3	-0.1	i	-1.5	3
O=C(NCCO)C(=O)NCC1CCCN1S(=O)(=O)c1cccs1 (configuration not stated)	-6	-3	-2	-1	0.1	0	-0.3	i	0.0	-2
c1ccc2c(c1)[nH]c1nc3nncn3nc12	-2	1	6	-38	2.5	-1	0.6	i	-1.2	-3
NC(=NCCc1ccccc1)c1cccc([N+](=O)[O-])c1	1	8	-2	-27	-0.3	-1	-2.1	i	0.6	0
Cc1cc(C(=O)CSc2nnc(Nc3ccccc3)s2)c(C)n1CC1CCCO1 (configuration not stated)	-2	-2	-9	2	0.8	4	0.7	i	0.3	7
O=C(NN=Cc1ccc(F)cc1)c1cccc(S(=O)(=O)N2CCCC2)c1	4	-4	4	-5	1.6	-5	-2.3	i	-0.5	0
CCc1cc(C(=O)N2CCCC(CO)(Cc3ccc(F)cc3)C2)n(C)n1 (configuration not stated)	-1	-1	1	-3	-0.5	-4	-0.6	i	0.7	0
Cc1ccc(CSCC(=O)N2CCOCC2)cc1	-3	-9	-2	-3	1.1	-1	-1.4	i	-0.3	4

2 entries from above, set out differently.
Screens in order: NadD block | Scp-1 inhibitor | DNMT1 block | SUMO1-SIM PPI | MsrA inh | CSN deneddyl inh | LMPTP block | Rpn11 block | Tb MetRS inh | STEP block
> Cc1cc(C(=O)CSc2nnc(Nc3ccccc3)s2)c(C)n1CC1CCCO1 (configuration not stated)
    -2 | -2 | -9 | 2 | 0.8 | 4 | 0.7 | i | 0.3 | 7
> O=C(NN=Cc1ccc(F)cc1)c1cccc(S(=O)(=O)N2CCCC2)c1
    4 | -4 | 4 | -5 | 1.6 | -5 | -2.3 | i | -0.5 | 0

Bioassay records (PubChem)
